ELG1 genotox – induces genotoxicity in HEK293T cells with luciferase-tagged ELG1; hit rate 1.3% among 330,000; AID 504466; HEK293T ELG1-luciferase reporter, luminescence, 16 h; Potency, µM (titrated, usually from 46 µM), for inactives: top-dose activity change, positive = activation, most hits filed as activators; also: potency is read from the fitted curve at half-maximal effect; % of control where 0% means no effect; nearly all actives have a fitted effect of over 60% in size
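Reporter readout depends on ELG1 protein level, which increases with genetic stress. After 16 hr compound exposure at 37 °C, luciferase activity was quantified using ONE-Glo.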
Rab9 promoter act – activates the Rab9 promoter. AID 485297. Potency, µM (doses to about 9.22 µM), for the others: top-dose activation, negative = inhibition, most hits filed as activators. Huh7 Rab9 promoter-luciferase reporter, luminescence, 24 h. hit rate 2.8% among 320,000; also: potency is read from the fitted curve at half-maximal effect; % of control where 0% means no effect; nearly all actives have a fitted effect of over 60% in size
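Stable Rab9-luc Huh7, 1500 cells/well, 2 h settle; cmpd in DMSO, 24 h, 37 °C/5% CO2; luciferase reagent 10 min RT; luminescence.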
KCNH2 3.1 block – KCNH2 3.1 (human) potassium channel inhibition. U2OS KCNH2 3.1, thallium flux FluxOr; active compounds read low. activity change, % (tested at about 1.8 µM). hit rate 0.95% among 340,000. AID 720553;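 active = maximum activity change below -70%; inconclusive = maximum activity change from -70% to -50%; inactive = maximum activity change above -50%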;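 also: thallium influx rate constant from kinetic fluorescence after stimulation buffer; % is scaled to controls: 0 for no effect and ±100 for the full control effect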
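Virally transduced U2OS (3.1 isoform, 4 h infection in dark at RT) → overnight 37 C → FluxOr + Red40 in HBSS/HEPES, 45 min → stimulation buffer, 2 min kinetic read → rate constant vs DMSO controls.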
NPC1 prom act – NPC1 promoter activation. Potency, µM (top dose mostly 9.22 µM), inactives show top-dose activation, usual class: activators. hit rate 2.4% among 320,000. Huh7 NPC1 promoter luciferase reporter, 24 h;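 also: potency is read from the fitted curve at half-maximal effect; % of control where 0% means no effect; nearly all actives have a fitted effect of over 60% in size; reporter is driven by a mutant NPC1 promoter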
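In 1536-well qHTS, Huh7 cells harboring an NPC1 promoter–luciferase construct received compound for 24 h; activation was quantified by luminescence following luciferase reagent addition.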
Giardia killer – kills Giardia lamblia; Giardia lamblia trophozoite viability; activity change, % at 7.66 µM, hits read low; hit rate 0.15% among 340,000; in the data active = activity change below about -80%; inconclusive = between about -30% and that limit;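 also: parasites exposed to compound for two days anaerobically before the ATP read; % is scaled to controls: 0 for no effect and ±100 for the full control effect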
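Trophozoite viability was measured as ATP-dependent luminescence, read 15-30 min after reagent addition. Before that, parasites at 100 cells/well were exposed to compounds for 48 h, anaerobically, at 37 deg C.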
Tb PFK block – inhibitors of T. brucei phosphofructokinase; O15648; T. brucei PFK, ADP-Glo luminescence; Potency, µM (highest dose often 57.5 µM), for inactives: top-dose activity, negative = inhibition, most hits filed as inhibitors; hit rate 0.17% among 330,000; AID 485367;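 also: potency is read from the fitted curve at half-maximal effect; 0% = uninhibited 1x PFK enzyme wells and -100% = no-enzyme wells; nearly all actives have a fitted effect of over 60% in size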
Target sequence (O15648 whole entry, looked up): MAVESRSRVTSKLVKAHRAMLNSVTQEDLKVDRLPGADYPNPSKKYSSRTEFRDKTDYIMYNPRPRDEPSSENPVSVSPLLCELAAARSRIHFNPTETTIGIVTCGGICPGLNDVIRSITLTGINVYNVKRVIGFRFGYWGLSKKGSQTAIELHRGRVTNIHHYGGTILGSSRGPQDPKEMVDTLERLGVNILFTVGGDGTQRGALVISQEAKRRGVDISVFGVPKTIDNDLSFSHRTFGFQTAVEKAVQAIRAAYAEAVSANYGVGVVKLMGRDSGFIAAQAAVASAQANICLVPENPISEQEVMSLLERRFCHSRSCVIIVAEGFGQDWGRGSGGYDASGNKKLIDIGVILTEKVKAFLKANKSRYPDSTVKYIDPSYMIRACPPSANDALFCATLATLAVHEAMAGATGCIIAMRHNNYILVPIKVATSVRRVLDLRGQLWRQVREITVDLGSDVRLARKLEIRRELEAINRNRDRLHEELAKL
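1.25 nM PFK with 0.5 mM F6P and 0.1 mM ATP in 0.1 M TEA pH 8.0, 5 mM MgCl2, incubated 45 min at room temperature; ADP measured by ADP-Glo luminescence; compounds titrated up to 57 uM.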
uPA surface inh – cell surface uPA generation inhibition; cell surface uPA generation assay, qHTS; Potency, µM (series often up to 38.3 µM), inactives show at the top dose activity change, negative = inhibition, actives largely listed as inhibitors; hit rate 0.31% among 330,000; active = well fitted inhibition curve with a large enough effect; inconclusive = small, poorly fitted or top-dose-only effect; inactive = no such curve, though single readings can be large or run the other way; tested in mouse RAW 264.7 cells; also: potency is read from the fitted curve at half-maximal effect; % is scaled to controls: 0 for no effect and ±100 for the full control effect; nearly all actives have a fitted effect of over 55% in size
Coupling enz – coupling enzyme interference in Giardia aldolase counter-screen; coupling enzyme system counterscreen, AmpLite Red fluorescence; activity change, negative = inhibition, % at 58.2 µM, hits read low; hit rate 0.67% among 290,000; AID 2472; in the data active = activity change below about -30%; also: % is scaled to controls: 0 for no effect and ±100 for the full control effect
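Final compound at 57.5 uM, incubated 10 min at RT with coupling enzyme reagent (glyceraldehyde-3-phosphate), then 20 min with substrate and AmpLite Red detection. Fluorescence read at 525/598 nm; tests interference with the coupling assay, not aldolase inhibition.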
FLuc modulator – firefly luciferase modulation, counter-screen for miR-21 project. purified FLuc, Km substrates, luminescence inhibition. hit rate 6.9% among 360,000. Potency, µM (top dose mostly 57.5 µM), for the others: at the highest dose activity change, negative = inhibition, usual class: inhibitors. AID 588342;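 also: potency is read from the fitted curve at half-maximal effect; plate controls were vehicle for no effect and reference inhibitor for full effect; nearly all actives have a fitted effect of over 55% in size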
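Purified P. pyralis luciferase, 10 nM final, with Km-level 10 uM D-luciferin and 10 uM ATP in 50 mM Tris acetate pH 7.5, 10 mM Mg acetate, 0.01% Tween-20, 0.05% BSA; 6-point qHTS titration about 60 µM downward; luminescence read.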
RORgamma inh – ROR gamma (mouse) transcription inhibition. P51450. Drosophila S2 Gal4-RORgamma UAS-luciferase reporter, 20 h. Potency, µM (highest dose often 53.6 µM), inactives show at the top dose activity change, negative = inhibition, usual class: inhibitors. hit rate 5.4% among 310,000; also: potency is read from the fitted curve at half-maximal effect; % is scaled to controls: 0 for no effect and ±100 for the full control effect; nearly all actives have a fitted effect of over 60% in size
Target sequence (P51450 whole entry, looked up, the tested form may be a part): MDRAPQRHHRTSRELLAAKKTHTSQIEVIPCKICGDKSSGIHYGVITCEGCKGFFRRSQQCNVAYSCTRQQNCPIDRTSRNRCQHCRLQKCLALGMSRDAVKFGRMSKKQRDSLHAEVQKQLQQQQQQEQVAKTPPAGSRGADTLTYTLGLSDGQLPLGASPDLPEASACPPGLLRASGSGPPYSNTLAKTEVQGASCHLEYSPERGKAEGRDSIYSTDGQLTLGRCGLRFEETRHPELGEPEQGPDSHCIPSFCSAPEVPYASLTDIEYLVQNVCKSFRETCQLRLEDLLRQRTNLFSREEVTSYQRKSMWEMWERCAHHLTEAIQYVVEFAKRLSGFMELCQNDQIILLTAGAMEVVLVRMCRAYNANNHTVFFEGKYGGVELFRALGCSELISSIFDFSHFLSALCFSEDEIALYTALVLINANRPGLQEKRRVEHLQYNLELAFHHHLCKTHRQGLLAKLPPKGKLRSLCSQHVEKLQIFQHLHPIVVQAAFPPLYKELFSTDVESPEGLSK
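Stable Schneider cell line, Gal4 DNA-binding domain fused to ROR gamma, UAS-luciferase. Cmpd 1 hr RT → CuSO4 700 uM final → 20 hr RT → luciferase reagent 10 min → luminescence.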
Gal4-VP16 FLuc – inhibits Gal4-VP16 luciferase reporter, ROR gamma counter-screen; Drosophila S2 Gal4-VP16 UAS-luciferase, luminescence, 20 h; Potency, µM (highest dose often 53.6 µM), inactives show at the highest dose activity, negative = inhibition, most hits filed as inhibitors; hit rate 3.5% among 310,000;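 also: Gal4-VP16 expression switched on by copper sulfate through the metallothionein promoter; potency is read from the fitted curve at half-maximal effect; % is scaled to controls: 0 for no effect and ±100 for the full control effect; nearly all actives have a fitted effect of over 50% in size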
* = called active by the depositor; ? = inconclusive; / = no result given; & = joins results of further samples; [ ] = remark or other dose. Unless noted, calls follow the shape of the dose curve; as a rule, active = well fitted curve in the direction sought with a large enough effect; inconclusive = small, poorly fitted or top-dose-only effect, or another doubt; inactive = no such curve, though single readings can be large; an effect the other way counts as inactive or inconclusive. The list is partial. The share of hits here may be higher or lower than overall.

SMILES	ELG1 genotox	Rab9 promoter act	KCNH2 3.1 block	NPC1 prom act	Giardia killer	Tb PFK block	uPA surface inh	Coupling enz	FLuc modulator	RORgamma inh	Gal4-VP16 FLuc
COc1ccc(-c2nn(Cc3ccccc3)cc2C(=O)NC2CC2)cc1OC	9%	2%	13	0%	5	1%	2%	/	/	/	/
CCOc1cc2c(cc1OCC)-n1cccc1C(c1ccccc1O)NC2 (configuration not stated)	-2%	0%	-28	0%	13	16%	1%	-1	-1%	-14%	-4%
O=C(CN1C(=O)CN=C(c2ccccc2)c2ccccc21)NCc1ccco1	0%	10%	-7	-1%	9	6%	5%	3	2%	27%	6%
Cc1cc(/C=C2\C(=O)NC(=O)N(Cc3ccccc3)C2=O)c(C)n1-c1ccc(Cl)c(C(=O)O)c1	-1%	-2%	8	-2%	-7	-12%	7%	6	?	-12%	-7%
CCOC(=O)c1cccc(NS(=O)(=O)c2ccc(NC(C)=O)cc2)c1	-19%	-15%	-12	1%	-3	0%	-3%	5	0%	?	5µM*
Cn1c(CN2CCN(C(=O)COc3ccccc3)CC2)nc2cc([N+](=O)[O-])ccc21	-7%	-3%	10	-1%	-11	0%	-5%	1	-1%	19%[10 µM]	-4%
C=CCn1c(O)c(C(C)=NCCCN2CCOCC2)c(=O)[nH]c1=O	-1%	10%	0	-1%	0	-3%	/	3	0%	2%	1%
CCOP(=O)(OCC)C(NC(=O)CC(C)C)C(Cl)(Cl)Cl (configuration not stated)	0%	-1%	14	0%	2	-4%	1%	0	0%	-3%	6%
Cc1ccc2c(c1)CC1(CN2C)C(=O)NC(=O)N(c2ccc(C)c(C)c2)C1=O (configuration not stated)	-1%	-13%	16	4%	1	0%	8%	-1	-1%	-7%	6%
O=C(c1ccc2c(c1)N(Cc1ccc(F)cc1)CCS2)N1CCC2(CC1)OCCO2	0%	-5%	-16	-3%	42[activator]	0%	-6%	0	0%	5%	-2%
CCCn1c(C(=O)c2ccc(OC)cc2)nc2ccccc21	0%	-8%	-7	-4%	-20	-1%	7%	-1	-13%	-4%	2%
CC(C)C(=O)NC(Oc1ccccc1Cl)C(Cl)(Cl)Cl (configuration not stated)	-7%	-7%	5	-5%	-6	-6%	3%	-1	-1%	8%	-1%
COC(=O)C1=C(c2ccc(OC(F)(F)F)cc2)C[C@@H]2CC[C@H]1N2C(=O)N1CCC(O)CC1	-3%	-7%	/	0%	17	3%	3%	/	3%	/	/
COc1ccc(NC(=O)c2cccs2)cc1C(=O)N1CCN(c2ccccc2)CC1	-14%	2%	5	-9%	-21	2%	?	/	-1%	-1%	-1%
O=C(O)Cn1cc(/C=C2\C(=O)NC(=O)N(c3ccc(Br)cc3)C2=O)c2ccccc21	3%	0%	11	-2%	14	-9%	-1%	4	?	-5%	-5%
COc1ccc(C(=O)N2C[C@H]3C[C@@H](C2)c2cccc(=O)n2C3)cc1OC	5%	-2%	8	2%	4	2%	11%	-1	7%	-13%	0%
Cc1cccc(N2C(=O)NC(=O)C3(Cc4cc(C)ccc4N(C)C3)C2=O)c1 (configuration not stated)	1%	4%	8	0%	-3	4%	0%	-4	7%	-4%	3%
Nc1c(C(=O)NCc2ccco2)c2nc3ccccc3nc2n1Cc1ccc(F)cc1	-6%	-2%	0	2%	-7	0%	-10%	-40*	3%	-39%	20%
O=S1(=O)CCN(CCc2c[nH]c3ccccc23)CC1	-3%	-6%	-14	-3%	-25	2%	2%	0	3%	9%	-7%
NC(=O)C1(N2CCCCC2)CCN(Cc2ccccc2)CC1	-3%	-3%	-2	-3%	29	3%	-2%	3	10%	-5%	?
CCOC(=O)C1CCN(C(C)C(=O)c2c[nH]c3ccccc23)CC1 (configuration not stated)	-3%	1%	-11	1%	6	-15%	1%	1	-2%	18%	-3%
O=P(C(c1ccc2c(c1)OCO2)N1CCOCC1)(N1CCOCC1)N1CCOCC1 (configuration not stated)	0%	-6%	-18	-2%	-1	-5%	2%	2	0%	-3%	3%
Cc1cc([N+](=O)[O-])c(Cl)cc1NC(=O)C(C)C	1%	-2%	6	-2%	-20	?	3%	2	3%	-2%	-1%
COc1cccc(-n2c(CN3CCOCC3)nc3ccc([N+](=O)[O-])cc3c2=O)c1	-4%	2%	-6	4%	-18	-1%	-8%	1	-1%	22%	-13%
Oc1ccc2c3c1O[C@H]1c4oc5ccccc5c4C[C@@]4(O)[C@@H](C2)N(CC2CC2)CC[C@]314	-1%	-2%	-23	0%	17	-1%	10%	-1	-1%	-3%	-11%
C#C[C@@]1(O)CCC2C3CCC4=C/C(=N/OCC(=O)NC(C(=O)O)C(C)O)CC[C@]4(C)C3CC[C@@]21C (some centres not stated)	0%	0%[1.84 µM]	4	-6%	-6	2%	1%	5	-1%	4%	3%
O=c1[nH]c(=O)n(-c2cccc3ccccc23)c(O)c1/C=N/N1CCCCCC1	0%	-6%	9	-2%	0	0%	9%	0	-2%	8%	-1%
CC(C)n1c(=O)c(C=Nc2cccc([N+](=O)[O-])c2)c(O)n(CCc2ccccc2)c1=O	-3%	-5%	-4	-6%	0	-6%	-2%	0	4%	?	-1%
ClCC(Br)CBr (configuration not stated)	4%	-5%	2	-2%	?	6%	3%	/	-1%	16%	8%
CCC1(C2=NCCN2)Cc2ccccc2O1 (configuration not stated)	-2%	7%[46.1 µM]	-7	2%[46.1 µM]	-24	-3%	8%	2	-1%	-1%&-8%	-3%&6%
COC(=O)C1=C(c2ccc(F)cc2OCc2ccccc2)C[C@@H]2CC[C@H]1N2C(=O)NCc1ccc2[nH]ccc2c1	-8%	-9%	1	1%	-27	-2%	?	/	0%	/	/
O=C(CSc1nnc(NC(=O)c2ccccc2[N+](=O)[O-])s1)NCc1ccco1	13%	19%	-6	2%	7	4%	-1%	/	13µM*	?	6%
O=C(NC1CN2CCC1CC2)c1cccc(Cl)c1 (configuration not stated)	3%	-13%	1	1%	4	2%	6%	4	1%	22%	-1%
N=C1C(c2ccccc2)=C(O)CN1Cc1ccco1	0%	2%	-8	-3%	1	1%	-3%	3	1%	21%	-1%
O=S(=O)(F)c1ccc2nc(-c3cccc(Sc4ccccc4)c3)cc(Cl)c2c1	0%	-7%	6	0%	-9	-5%	3%	1	3%	0%	0%
CCCOC(=O)c1ccccc1C(=O)OCCC	0%	1%	-6	1%	-13	1%	6%	/	6%	14%	-20%
CN(C(=O)Oc1ccc(Cl)c2cccnc12)c1ccccc1	-3%	-1%	-10	-2%	-5	-5%	3%	-1	-8%	?	13%
CO[C@@H]1C=CC23c4cc5c(cc4CO[C@]2(O)CN(C)[C@H]3C1)OCO5 (some centres not stated)	7%	/	19	/	0	0%	7%	/	/	/	/
C=C(C)CSc1nnc([C@@H](N)Cc2c[nH]c3ccccc23)o1	-4%	2%	4	-1%	11	2%	2%	-11	2%	?	?
Cc1ccc(-n2c(O)c(/C=N/Nc3ccccc3)c(=O)[nH]c2=O)cc1C	9%	-2%	-4	-1%	6	1%	2%	0	4%	-7%	6%
FC(F)=C(F)CCSc1ncn[nH]1	1%	-11%	9	-6%	13	0%	1%	2	-3%	5%	-10%[10 µM]
Cn1c(O)c(/C=N/NC(=O)c2ccncc2)c(=O)[nH]c1=S	-4%	-4%	-9	-1%	1	?	4%	-1	?	-3%	-1%
Cn1cc(C=C(C#N)C#N)c2ccccc21	1%	1%	4	-4%	-13	1%	-1%	-2	-4%	-11%	2%
COC(=O)C1=C(c2ccc(OC(F)(F)F)cc2)C[C@@H]2CC[C@H]1N2C(=O)N1CCOCC1	1%	-5%	19	-3%	-1	9%	-18%	/	3%	/	/
CC(=O)OC1N=C(c2ccccc2)c2cc(Br)ccc2N(C)C1=O (configuration not stated)	0%	-5%	12	4%	-14	-2%	2%	/	0%	-16%	4%
Cc1cccc(NC(=O)c2cccc(NS(=O)(=O)c3ccc(Cl)cc3)c2)c1	-1%	-1%	-1	0%	-7	4%	15%	-8	-4%	-29%	?
COC(=O)C1=C(c2ccc3ccccc3c2)C[C@@H]2CC[C@H]1N2C(=O)NCc1ccco1	-3%	3%	-15	-1%	-17	-19%	-12%	/	-2%	/	/

Some entries already given with just KCNH2 3.1 block, Coupling enz and RORgamma inh.
SMILES	KCNH2 3.1 block	Coupling enz	RORgamma inh
O=S(=O)(F)c1ccc2nc(-c3cccc(Sc4ccccc4)c3)cc(Cl)c2c1	6	1	0%
CCCOC(=O)c1ccccc1C(=O)OCCC	-6	/	14%
